hIAP activ = human IAP activation | P09923 | purified human IAP, CDP-Star luminescence, 30 min; hits give high values; 1 = vehicle-only enzyme, 0 = enzyme-free background | activation factor at 10 µM | 330,000 compounds, 0.16% hits | AID 2524;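 active = activation factor of the enzyme at least 2-fold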; note: the source names both 10 and 20 µM as test concentration; values of inactives mirror those of a sister screen read the other way
Target sequence (P09923 whole entry, looked up): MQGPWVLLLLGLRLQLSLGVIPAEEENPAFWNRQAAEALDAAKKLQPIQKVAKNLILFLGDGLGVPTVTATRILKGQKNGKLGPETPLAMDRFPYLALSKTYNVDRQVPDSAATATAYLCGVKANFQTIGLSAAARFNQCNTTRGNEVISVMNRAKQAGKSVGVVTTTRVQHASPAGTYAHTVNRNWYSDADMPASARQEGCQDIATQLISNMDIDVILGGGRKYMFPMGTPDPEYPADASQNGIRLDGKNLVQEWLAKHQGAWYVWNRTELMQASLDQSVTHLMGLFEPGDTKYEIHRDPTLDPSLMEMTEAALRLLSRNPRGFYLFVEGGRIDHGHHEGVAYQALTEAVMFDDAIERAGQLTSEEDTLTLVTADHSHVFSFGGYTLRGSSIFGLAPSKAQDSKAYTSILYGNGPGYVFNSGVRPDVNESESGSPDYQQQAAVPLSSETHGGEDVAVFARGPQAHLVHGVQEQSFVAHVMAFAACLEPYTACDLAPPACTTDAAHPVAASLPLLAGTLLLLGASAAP
mIAP block = blocks mouse intestinal alkaline phosphatase; purified mouse IAP, CDP-Star luminescence, 30 min; inhibition, % at 10 µM; 330,000 compounds, 0.2% hits; AID 2806;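 active = inhibition of at least 40% at 10 µM in the primary screen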;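 note: plate controls were DMSO with enzyme for no effect and no enzyme wells for full effect; values of inactives mirror those of a sister screen read the other way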
APOBEC3G inh = blocks human APOBEC3G single-stranded DNA deamination; Q9HC16; recombinant A3G, ssDNA deamination FAM/TAMRA fluorescence; inhibition, % at 20 µM; 330,000 compounds, 0.28% hits; AID 493012;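 active = inhibition of at least 40% at 20 µM, with no more than 30% in the related APOBEC3A deaminase screen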;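 note: plate controls were DMSO wells with A3G for no effect and wells lacking A3G enzyme for full effect; some compounds called inactive have numbers as strong as hits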
A3A deaminase = inhibitors of human APOBEC3A DNA deaminase | recombinant A3A, FAM/TAMRA ssDNA deamination fluorescence | inhibition, % at 20 µM | 330,000 compounds, 0.41% hits | AID 493011;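 active = at least 40% inhibition at 20 µM here, with at most 30% in a related deaminase screen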;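 note: plate controls were A3A with DMSO for no effect and wells lacking A3A enzyme for full effect; some results filed as inactive read as strong as hits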
Target sequence (P31941 whole entry, looked up): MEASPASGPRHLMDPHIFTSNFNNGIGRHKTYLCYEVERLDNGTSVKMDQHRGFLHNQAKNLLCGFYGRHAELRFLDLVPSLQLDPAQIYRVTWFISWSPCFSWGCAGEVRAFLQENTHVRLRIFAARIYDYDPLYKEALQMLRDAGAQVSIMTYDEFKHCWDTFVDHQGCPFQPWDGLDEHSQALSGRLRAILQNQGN
NALP3 yeast inh = blocks the NALP3 inflammasome reconstituted in yeast; inhibition, % at 10 µM; Yeast reconstituted NLRP3/ASC/caspase-1, beta-gal luminescence, 24 h; 330,000 compounds, 0.39% hits;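 active = inhibition of 50% or more; inactive = inhibition below 50%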;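 note: plate controls were induced DMSO wells for no effect and uninduced yeast grown without galactose for full effect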
SENP1 inh = inhibitors of human SENP1 SUMO protease catalytic domain. Q9P0U3. recombinant SENP1 catalytic domain, CyPet-SUMO1-YPet FRET cleavage. inhibition, % at 10 µM. 360,000 compounds, 0.21% hits;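 active = inhibition at least 30% at 10 µM, raw YFP signal under a set limit, fluorescence ratio 0.5 to 1.5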;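 note: 0% = enzyme with DMSO and 100% = no enzyme wells; some results filed as inactive read as strong as hits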
Target sequence (Q9P0U3 419-644 limits assumed): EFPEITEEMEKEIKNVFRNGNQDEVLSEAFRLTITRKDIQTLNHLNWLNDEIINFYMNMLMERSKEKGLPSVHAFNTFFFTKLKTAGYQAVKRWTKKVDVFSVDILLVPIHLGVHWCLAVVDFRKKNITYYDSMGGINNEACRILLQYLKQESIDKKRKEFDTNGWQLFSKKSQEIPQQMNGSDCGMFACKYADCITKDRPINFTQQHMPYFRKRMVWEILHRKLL
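Test system: recombinant human SENP1 catalytic domain, His6-tagged / Medium: pH 8 Tris buffer with EDTA, NaCl, BME, BSA, NP40, catalase / Also added: SUMO1 FRET substrate flanked by Cypet and Ypet, 25 nM / Times: 50 min reaction at room temperature / Signal: FRET, CFP and YFP emission / Control set: no-enzyme low control and enzyme-plus-DMSO high control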
mIAP activ = mouse IAP activation | muIAP, CDP-Star luminescence, 30 min; hits give high values; 1 = vehicle-only enzyme signal, 0 = enzyme-free wells | activation factor at 10 µM | 330,000 compounds, 0.24% hits | AID 2805;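 active = activation factor of at least 2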; note: the source names both 10 and 20 µM as test concentration; values of inactives mirror those of a sister screen read the other way
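Assay system: mouse IAP enzyme; reagent: chemiluminescent substrate CDP-Star; dosing: test compounds delivered from DMSO solution; schedule: 30 min at room temperature; measured by: luminescence from enzymatic CDP-Star hydrolysis; controls: DMSO-only wells and no-enzyme negative control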
beta cell repl = induces beta-cell replication in MIN6 cells; 330,000 compounds, 0.29% hits; proliferation, % at 10 µM; MIN6 cells proliferation, ATPlite luminescence, 48 h; cells starved in 0.2% serum; 100% = growth in 10% serum;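 active = compounds whose signal lies at least 3.5 SD above the mean of all wells on their plate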;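 note: 0% = DMSO-treated cells in low-serum medium and 100% = 10% serum control; some compounds called inactive have numbers as strong as hits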
hIAP inh = blocks human intestinal alkaline phosphatase | P09923 | purified IAP, CDP-Star luminescence, 30 min | inhibition, % at 10 µM | 330,000 compounds, 0.12% hits;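 active = inhibition reaching a set limit with compound at 10 µM in the primary screen, cut at about 35% in these data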;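 note: plate controls were DMSO wells with enzyme for no effect and no-enzyme buffer wells for full effect; values of inactives mirror those of a sister screen read the other way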
* = called active by the depositor; . = no result given. Only part of the results is shown, so the mix of outcomes need not match the whole.

SMILES	hIAP activ	mIAP block	APOBEC3G inh	A3A deaminase	NALP3 yeast inh	SENP1 inh	mIAP activ	beta cell repl	hIAP inh
CC[C@@]1(C(=O)OC)N[C@H](CN(C)S(=O)(=O)c2ccc(F)cc2)[C@@H]2C(=O)N(C)C(=O)[C@@H]21	1.13	-0.9	-2.8	-1.9	8.9	-2.3	1.01	-0.7	-12.6
Cc1ccc(CN2C(=O)CCC2C(=O)NCc2ccccc2Cl)cc1 (stereo not given)	1.22	-0.4	-6.5	-2.9	9.9	0.4	1	-0.7	-22.4
Cc1ccc(-c2nc3c4ccccc4ccn3c2CN2CCCCC2)cc1	0.935	-5.8	-4.2	3.5	19.2	-0.3	1.06	-5.3	6.5
COc1ccc(S(=O)(=O)N2CCOCC2)cc1C(=O)N1CCCC1	0.86	-1.7	-10.3	-1.0	18.3	1.5	1.02	0.9	14.0
Cc1ccc(NC(=O)CN2CCC3(O)CCCCC3C2c2ccc3c(c2)OCO3)c(C)c1 (stereo not given)	1.03	7.2	-3.6	0.2	7.6	-0.2	0.928	-3.0	-3.0
O=C(CCC(=O)c1ccc(F)cc1)Nc1cccc(Br)c1	1.17	-6.9	-2.8	-2.8	5.4	-5.6	1.07	-5.0	-16.7
COc1cc(C(=O)N2CCN(Cc3ccccc3C(F)(F)F)CC2)cc(OC)c1OC	0.997	5.1	-4.9	-3.9	-1.7	0.7	0.949	1.7	0.3
Cc1ccsc1C(=O)OCC(=O)Nc1sccc1C(N)=O	0.895	4.5	0.8	6.6	-1.8	-7.2	0.955	-2.1	10.5
CC(C)CCNC(=O)NC(=O)COc1ccccc1C#N	0.993	0.6	1.5	4.0	13.7	1.1	0.994	-2.0	0.7
CN(C)c1ccc(/C=C2\C(=N)N3N=C(CC(=O)N4CCCCC4)SC3=NC2=O)cc1	0.631	28.4	-5.8	-3.2	-0.3	-22.0	0.716	-5.0	36.9*
COc1ccc(NC(=O)COC(=O)CC2Sc3ccccc3NC2=O)cc1 (stereo not given)	0.872	-2.5	-1.3	2.0	0.2	-0.7	1.02	-0.9	12.8
CCOc1cc(CO)ccc1OCC(=O)N1CCCCC1	1.08	0.1	1.2	0.9	16.4	0.3	0.999	-2.8	-7.8
CCC(=O)Nc1ccc2oc(-c3cccnc3)nc2c1	0.916	2.1	-6.2	-0.5	5.1	1.5	0.979	0.8	8.4
O=C(Nc1cccc2ccccc12)c1ccccc1NS(=O)(=O)c1cccc2cccnc12	1.01	14.0	-7.8	-2.9	-1.6	0.5	0.86	-1.4	-0.6
CCOC(=O)/C=C/C(=O)Nc1ccc(S(=O)(=O)N(C)c2ccccc2)cc1	1.11	5.7	-2.8	9.2	40.1	-1.4	0.943	-6.0	-10.6
O=C(N/C(=C/c1ccc(Br)cc1)C(=O)N1CCOCC1)c1cccs1	1.19	-4.5	-7.7	-2.9	-8.5	2.4	1.04	-4.3	-19.0
Cc1ccccc1NC(=O)c1c(C)[nH]c(=S)c(C#N)c1-c1ccc(Cl)cc1	1.22	-0.7	3.5	2.8	19.7	50.2*	1.01	-2.9	-21.7
O=C(O)C1CCC(=O)N1Cc1ccccc1Cl (stereo not given)	1.05	6.3	-5.0	0.5	-4.5	1.7	0.937	2.1	-5.0
O=C(OCC(=O)N1CCc2ccccc21)c1ccc(Br)o1	0.935	-6.0	-4.6	-2.3	16.4	1.7	1.06	4.5	6.5
Cc1cc(C(=O)COC(=O)C2COc3ccccc3O2)c(C)n1CC1CCCO1 (stereo not given)	1	-9.9	-2.8	1.2	18.0	-0.1	1.1	-2.9	-0.4
Cc1c(-c2ccccc2)[n+](=O)c(-c2ccc(Br)cc2)c(C)n1[O-]	0.913	9.8	-11.0	-5.5	2.9	0.9	0.902	-1.3	8.7
C=CCNCC(O)COc1ccc(C(C)=O)cc1OC (stereo not given)	1.16	-7.4	-3.8	7.3	-2.8	1.4	1.07	-2.9	-15.9
CSc1ccccc1C(=O)OCC(=O)NCCN1C(=O)CSC1=O	1.05	-8.0	-4.8	-1.8	-10.9	1.9	1.08	-2.1	-5.4
CN(C)CCCN1C(=O)C(=O)/C(=C(/O)c2ccncc2)C1c1ccccc1 (stereo not given)	1.08	2.5	-5.1	-14.0	0.9	0.3	0.975	-0.8	-8.3
Cc1ccc(NC(=O)c2ccc3ccccc3n2)cc1S(=O)(=O)N(C)C	0.953	6.8	-0.9	7.0	-50.2	-1.7	0.932	0.9	4.7

Records listed so far shown as hits in hIAP inh:
| Compound | hIAP activ | mIAP block | APOBEC3G inh | A3A deaminase | NALP3 yeast inh | SENP1 inh | mIAP activ | hIAP inh |
| --- | --- | --- | --- | --- | --- | --- | --- | --- |
| CN(C)c1ccc(/C=C2\C(=N)N3N=C(CC(=O)N4CCCCC4)SC3=NC2=O)cc1 | 0.631 | 28.4 | -5.8 | -3.2 | -0.3 | -22.0 | 0.716 | 36.9* |

Remaining list, next part
SMILES	hIAP activ	mIAP block	APOBEC3G inh	A3A deaminase	NALP3 yeast inh	SENP1 inh	mIAP activ	beta cell repl	hIAP inh
O=C(COC(=O)CCSc1ccc(Cl)cc1)NCc1ccccc1Cl	1.24	3.4	3.5	4.4	-1.2	1.0	0.965	-0.4	-23.8
COc1ccc(NCc2nnc(SCC(=O)N3CCCc4ccccc43)o2)cc1	1.06	10.2	-8.2	0.2	9.8	-1.3	0.898	-2.6	-6.0
CC1CCCN(c2nc3c(c(=O)[nH]c(=O)n3C)n2Cc2ccccc2Cl)C1 (stereo not given)	1.03	5.9	-5.2	-3.1	-3.4	3.3	0.941	2.1	-2.7
CCOc1ccc(CN2CCNC(=O)C2CC(=O)NC2CCOCC2)cc1 (stereo not given)	0.964	-1.7	-8.4	-5.1	20.8	-6.7	1.02	-1.7	3.6
C=CC1CN(C(=O)OCC(Cl)(Cl)Cl)C2CC3c4ccc(OC)cc4NC3C3CC1C2CO3 (stereo not given)	0.889	7.6	-8.1	-3.7	9.8	7.9	0.924	-7.4	11.1
Cc1nn(-c2ccccc2)c2c1C1(C(=O)Nc3ccccc31)N1C(=N2)Sc2ccccc21 (stereo not given)	1.23	8.5	-5.1	-3.0	4.4	-18.4	0.915	-4.1	-22.7
CCN1CC(CN(C)Cc2nc(Cc3ccccc3)no2)CC1=O (stereo not given)	1.02	-4.8	14.6	-10.1	-11.5	-0.5	1.05	-3.0	-1.6
Cc1c(C(=O)NCc2ccccc2CN2CCCC2)oc2ccc(F)cc12	1.06	-2.2	-5.4	-0.7	36.9	-2.0	1.02	-6.8	-6.0
CC(=O)c1ccc(N2Cc3ccccc3C3(CCOCC3)C2=N)cc1	1.14	-2.4	-4.2	-4.7	-15.6	0.5	1.02	-0.2	-13.5
Cc1ccc(S(=O)(=O)N2CCN(c3ccccc3)CC2)cc1C	0.999	-0.4	-3.2	-5.5	22.2	-1.7	1	-0.8	0.1
CCN(CC)C(=O)Cn1cc(S(=O)(=O)CC(=O)Nc2ccccc2F)c2ccccc21	0.708	-7.3	10.9	-1.4	6.6	1.2	1.07	1.2	29.2
COc1ccc(S(=O)(=O)Nc2ccc(S(=O)(=O)N3CCCCC3)cc2)cc1	1.05	0.8	-3.4	-2.8	12.6	0.4	0.992	-3.7	-5.5
CNC(=O)/C(=C\C=C\c1ccccc1)NC(=O)c1ccc([N+](=O)[O-])cc1	0.974	9.7	-5.5	-1.5	13.8	3.8	0.903	6.7	2.6
Cc1onc(-c2c(F)cccc2Cl)c1C(=O)NCc1ccco1	1.03	-7.7	1.6	1.6	7.3	2.8	1.08	-3.2	-3.1
COC(=O)c1cc2c(=O)n3ccccc3nc2n(Cc2cccnc2)c1=N	1.13	-5.2	-4.4	0.1	14.2	.	1.05	-1.2	-13.4
Cc1ccc2c(c1)c(N=Nc1ccc([N+](=O)[O-])cc1)c(O)n2C	0.716	6.3	-6.9	-6.3	8.5	9.4	0.937	-3.3	28.4
CCC(CC)C(=O)Nc1ccncc1	1.12	-2.6	-13.1	-8.0	5.3	.	1.03	-1.6	-11.9
COc1ccc([C@H]2CC(=O)C=C(c3ccc4c(c3)sc3ccccc34)C2)cc1	0.889	10.0	-9.5	0.8	7.6	1.3	0.9	-2.8	11.1
Cc1ccc(-n2c(C(C)C)nc3oc4ccccc4c(=O)c3c2=O)cc1	1.06	3.0	-5.9	-5.3	-10.0	-0.4	0.97	-1.4	-6.3
CC(C)(C)C(=O)NC1=NCCS1	1.07	11.5	-1.3	0.4	11.7	2.3	0.885	-1.5	-6.8
O=C(CCCOc1ccc(Cl)cc1Cl)N/N=C\C1CCCCC1	0.983	1.6	-9.8	-2.4	11.7	-0.4	0.984	-3.8	1.7
O=C(O)CCCN1C(=O)c2cccc3cccc(c23)C1=O	0.805	-7.3	-5.2	8.5	6.0	-0.8	1.07	-4.3	19.5
COc1ccc(-n2c(C)cc(SC)c(C(C)=O)c2=S)cc1	1.06	-2.8	-1.2	1.4	13.1	3.5	1.03	-0.7	-5.8
O=C1NC(=Nc2ccccc2)c2c1cccc2[N+](=O)[O-]	0.926	-1.4	-3.1	3.0	21.8	2.5	1.01	0.0*	7.4
COc1ccc(Br)cc1CNC(=O)CCN1C(=O)COc2ccccc21	0.951	0.2	-9.1	-5.4	1.0	2.0	0.998	-0.6	4.9
Next section:
SMILES	hIAP activ	mIAP block	APOBEC3G inh	A3A deaminase	NALP3 yeast inh	SENP1 inh	mIAP activ	beta cell repl	hIAP inh
CS(=O)(=O)N1CCCC(C(=O)N2CCc3ccccc3C2)C1 (stereo not given)	1.08	6.8	-2.0	0.4	7.5	-1.7	0.932	-2.9	-7.8
COc1ccccc1/C=N/NC(=O)CC(=O)NCCc1ccccc1	1.18	3.2	-5.6	-0.2	20.4	1.6	0.968	-3.1	-18.2
C=CCNc1nc2ccccc2nc1NS(=O)(=O)c1ccc(Br)cc1	1.11	5.9	-4.6	2.4	9.9	-0.4	0.941	0.4	-11.4
Cc1ccc(N(Cc2ccccc2)C(=O)c2ccc(F)c(S(=O)(=O)N3CCOCC3)c2)cc1	1.07	-0.1	-12.7	1.6	21.4	0.8	1	-1.7	-7.5
COc1ccc(-c2csc(N3N=C(C)C(C)C3=O)n2)cc1 (stereo not given)	1.13	6.2	-0.1	3.2	21.7	3.4	0.938	-2.7	-12.7
CSc1cccc(-n2c(C)cc(C(N)=O)c2C)c1	1.01	2.2	-6.2	-8.2	-7.5	-0.2	0.978	-0.9	-0.9
COc1ccc(S(=O)(=O)NC2CC3CCC2C3)cc1 (stereo not given)	0.894	1.4	-6.6	-4.8	11.6	1.7	0.986	3.0	10.6
COc1cccc(NC(=O)N2C3CCCC2CC(NC(=O)C2CC2)C3)c1 (stereo not given)	1.04	-4.7	5.0	2.0	25.9	3.9	1.05	-1.1	-3.7
O=C(NCc1ccco1)C1CC(c2ccccc2O)=NO1 (stereo not given)	0.941	-1.8	-3.1	-3.1	-3.8	-1.2	1.02	-3.6	5.9

High-throughput results deposited in PubChem by Sanford-Burnham Center for Chemical Genomics.
